Vif imaging = HIV Vif self-association inhibitors, primary screen, imaging, HEK293T, single point. HEK293T cells, Vif self-association by quenched fluorescence, 24 h. inhibition, % at 7.49 µM. AID 602346, 2012. actives 0.35% (n = 340,000); in the data active = inhibition above about 50%, passing the limit was not always enough; inconclusive = no clear call, values can overlap the other calls; inactive = below about 31%; note: some results filed as inactive read as strong as hits
TLR9-MyD88 block = inhibitors of TLR9-MyD88 association in cells, primary screen, cell-based, CHO, BLA complementation, fluorescence; Toll-like receptor 9 (Homo sapiens) + Myeloid differentiation primary response protein …; CCF4 FRET ratio; actives 0.21% (n = 340,000); inhibition, % at 4.98 µM;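 active = inhibition above the mean over all tested compounds plus 3 SD, cut at about 21% in these data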;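 note: 0% = DMSO only wells and 100% = clavulanate BLA inhibitor control wells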
ABCB6 inh 2 = ABCB6 transporter inhibitors, primary screen, K562-ABCB6 cells, flow cytometry, MLPCN library; ATP-binding cassette sub-family B member 6 (Homo sapiens), Q9NP58; K562-ABCB6 porphyrin accumulation, 1 h; stronger effect = lower value; fluorescence ratio to DMSO, % at 10 µM; actives 0.19% (n = 360,000);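 active = fluorescence ratio to DMSO below 75%, the collection mean minus 3 SD; inconclusive = too few cells collected in the well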;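 note: signal is porphyrin accumulated inside mitochondria; 100% equals median channel fluorescence of DMSO control wells; lower ratio means ABCB6 inhibition with less porphyrin fluorescence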
NOD2-RIPK2 inh = NOD2-RIPK2 binding disruptors in cells, primary screen, fluorescence, CHO cells, BLA complementation; Receptor-interacting serine/threonine-protein kinase 2 (Homo sapiens), O43353; CCF4 ratio; inhibition, % at 4.98 µM; actives 0.38% (n = 360,000); AID 624267, 2012; in the data active = inhibition above about 21%;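 note: 0% = vehicle only and 100% = reference blocker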
aDG glyco act = activators of alpha-DG glycosylation, primary screen, uHTS, Pro5-aDG cells, AlphaScreen; alpha-DG glycosylation AlphaScreen (IIH6); 0% Pro5, 100% B10-LARGE cell signal; activation, % at 10 µM; actives 0.22% (n = 360,000); AID 624168, 2012;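 active = activation of at least 8% versus controls, or a plate z-score of at least 8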;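 note: Pro5 are CHO cells carrying HIG-tagged alpha-DG that lacks glycosylation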
Glyco luc inh = increase of ERlucT glycosylation luciferase signal, primary screen, N-linked glycosylation inhibitor project, D54 ERlucT cells, luminescence, set 2; D54 ERlucT glycosylation luciferase reporter, 24 h; percent of 100 nM tunicamycin response; AID 588692, 2011; actives 0.23% (n = 360,000); reporter increase, % at 12.5 µM;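 active = mean luciferase reporter signal, scaled so untreated is 0 and the glycosylation-blocking control 100, at or above a set limit in every replicate; inconclusive = mean reaches the limit but not every replicate does; inactive = mean below the limit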;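 note: luciferase carries N-glycosylation sites so blocking glycosylation raises the light; 0% = median of neutral control wells and 100% = median of 100 nM tunicamycin wells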
MC4R antag cAMP = MC4R antagonists of cAMP signaling, primary screen, cell-based, TR-FRET, antagonist arm of biased-ligand search; MC4R-expressing cells, MTII-stimulated cAMP, LANCE TR-FRET; inhibition, % at 6.5 µM; actives 0.48% (n = 360,000); AID 540295, 2011;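 active = inhibition above its plate's cutoff, the mean of tested wells on that plate plus 3 SD, cut at about 29% in these data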;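 note: 0% = Melanotan II alone and 100% = Melanotan II plus saturating MCL0020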
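system = U2OS cells with stable human MC4R expression | also added = Melanotan II challenge after compound preincubation | dosing = one concentration, 6.5 µM nominal | incubation = compound 30 min, challenge 1 h, detection 1 h | measured by = TR-FRET with Eu-cAMP and labeled anti-cAMP, 671 nm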
MC4R barr agon = MC4R agonists recruiting beta-arrestin, primary screen, cell-based, luminescence, agonist arm of biased-ligand search; activation, % at 8.9 µM; Melanocortin receptor 4 (Homo sapiens), P32245; AID 540308, 2011; U2OS MC4R beta-arrestin complementation; percent of melanotan II response, DMSO zero; actives 0.98% (n = 360,000);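 active = activation above a per-plate cutoff, the mean activation of sample wells on that plate plus 3 SD, cut at about 8% in these data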
Exocytosis inh = LAMP-1 surface exposure blockers, TALL-104 cells – cell-based, flow cytometry, MLPCN library, primary screen. TALL-104 LAMP-1 surface exposure; cells stimulated with thapsigargin and PMA. inhibition, % at 10 µM. actives 0.66% (n = 360,000). AID 651702, 2012;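 active = inhibition above about 55%, limit read from the data; inconclusive = no clear call, values can overlap the other calls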
ABHD5 PLIN5 PPI = ABHD5-PLIN5 interaction inhibitors, primary screen, cell lysate, split luciferase complementation, luminescence | Split G. princeps luciferase complementation, 4 h | inhibition, % at 4 µM | actives 0.78% (n = 360,000) | Perilipin-5 (Homo sapiens) + 1-acylglycerol-3-phosphate O-acyltransferase ABHD5 (Homo …;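 active = inhibition above the mean inhibition across every tested compound plus 3 SD, cut at about 22% in these data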;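 note: 0% = DMSO only wells and the 100% control is not disclosed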
Target sequence (Q00G26 whole entry, looked up): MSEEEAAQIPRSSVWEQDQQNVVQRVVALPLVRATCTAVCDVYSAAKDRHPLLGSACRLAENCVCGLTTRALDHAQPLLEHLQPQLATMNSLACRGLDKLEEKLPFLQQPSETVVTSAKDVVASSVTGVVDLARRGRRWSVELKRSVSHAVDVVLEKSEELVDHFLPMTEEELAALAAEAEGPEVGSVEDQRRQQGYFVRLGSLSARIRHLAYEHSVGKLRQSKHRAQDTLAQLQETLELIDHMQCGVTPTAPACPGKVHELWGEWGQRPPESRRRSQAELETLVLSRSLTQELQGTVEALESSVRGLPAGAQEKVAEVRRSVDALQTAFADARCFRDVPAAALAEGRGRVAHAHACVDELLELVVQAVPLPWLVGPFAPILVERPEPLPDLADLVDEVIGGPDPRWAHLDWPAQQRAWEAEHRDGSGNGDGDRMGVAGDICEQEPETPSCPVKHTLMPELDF
Target sequence (Q8WTS1 whole entry, looked up): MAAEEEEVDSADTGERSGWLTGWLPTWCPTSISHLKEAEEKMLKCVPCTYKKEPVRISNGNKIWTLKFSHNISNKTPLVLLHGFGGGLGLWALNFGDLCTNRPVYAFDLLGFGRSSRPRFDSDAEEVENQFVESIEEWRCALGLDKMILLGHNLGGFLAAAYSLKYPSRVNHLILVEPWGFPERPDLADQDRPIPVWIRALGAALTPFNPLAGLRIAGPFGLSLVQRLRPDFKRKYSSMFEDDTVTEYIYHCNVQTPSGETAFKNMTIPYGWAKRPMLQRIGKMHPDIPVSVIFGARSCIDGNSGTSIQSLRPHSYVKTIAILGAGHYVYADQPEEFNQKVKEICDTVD
Starred values were filed as active, the others as inactive; ? = inconclusive; nt = no result given.

SMILES	Vif imaging	TLR9-MyD88 block	ABCB6 inh 2	NOD2-RIPK2 inh	aDG glyco act	Glyco luc inh	MC4R antag cAMP	MC4R barr agon	Exocytosis inh	ABHD5 PLIN5 PPI
N#C/C(=C(/O)COc1ccc(Cl)cc1)c1nc2ccccc2s1	5	8	96	8	0.0	1	1	0.6	2	4
CCOC(=O)c1c(C2CC2)csc1NC(=O)COC(=O)c1ccc[n+]([O-])c1	-5	3	97	-13	-0.4	1	11	-0.5	3	3
CCCn1c(=O)c(Br)cn(-c2ccccc2C)c1=O	0	0	98	-11	0.0	2	10	-0.6	0	10
CCOCCc1nn2c(=O)cc(CSCC(=O)Nc3ccc(OC)cc3)nc2s1	-4	6	99	-4	0.0	1	13	-2.7	4	-1
Cc1ccc2c(CC(=O)NCc3cccs3)coc2c1	2	6	97	-4	0.5	1	-3	-3.2	-9	-6
COc1ccc(OC)c(CNC(=O)CCc2nc(-c3cccs3)no2)c1	nt	8	99	-8	0.2	0	-1	-0.9	1	-3
CC1(C)CC(=O)C=C(c2cc3ccccc3s2)C1	-7	2	98	-1	-0.5	0	-2	5.5	-6	-19
COc1ccc(N=C2NC(=O)/C(=C/c3ccc(O)c(OC)c3)S2)cc1	-2	9	90	0	-0.2	0	-8	1.0	0	9
Cn1cccc1C(C#N)c1cccc(F)c1C#N (configuration not stated)	6	9	100	-1	-0.1	2	-3	-1.2	2	4
CCOC(=O)c1nnc(-c2ccc(C)cc2)nc1Sc1ccccc1Cl	-7	-7	93	-2	-0.1	21	6	-3.4	79*	2
COc1ccc(S(=O)(=O)N(C)CC(=O)Nc2ccccc2C(F)(F)F)cc1OC	-6	-5	97	6	-0.1	0	4	2.6	0	-7
CC(C)Cn1c(SCC(=O)c2c(N)n(C)c(=O)n(C)c2=O)nc2ccccc21	-4	1	104	-6	-0.2	0	-3	-0.8	0	7
CCOC(=O)c1ccc(NC(=O)CSc2nc3c(c(=O)n2C)SC(C)C3)cc1 (configuration not stated)	nt	-3	97	-1	0.9	3	5	0.4	-2	6
CC(=O)c1ccc(OCCN2CCOCC2)cc1	5	0	103	-3	-0.2	2	4	-1.9	0	-7
Fc1ccc(Cn2c(SCc3ccc(F)c(C(F)(F)F)c3)nnc2C(F)(F)F)cc1	-1	1	96	-22	0.3	-4	15	3.4	0	0
Cc1noc(C)c1S(=O)(=O)N(C)C[C@H]1OCc2cn(nn2)CCCC(=O)N([C@@H](C)CO)C[C@@H]1C	4	-6	100	-8	-0.3	1	1	-0.9	-3	0
O=C(Cn1c(-c2cncs2)nc2ccccc21)NCCc1ccccc1	nt	4	99	3	0.0	-1	6	-1.3	-2	6
O=C(Cn1cnc([N+](=O)[O-])c1)NCc1ccc(F)cc1	-34	-5	99	-9	0.2	4	0	1.1	-7	-3
CN1CCN(C(=O)c2cc(Cl)cc(Cl)c2NC(=O)c2ccco2)CC1	11	-6	101	-5	0.0	1	10	-0.9	3	-2
Cc1nc2ccc(NC(=S)N3CCCC3)cc2nc1C	0	2	87	-2	-0.2	1	-6	-2.8	-3	-5
COc1ccc2cc3c(nc2c1)OCC3	7	-15	99	-4	-0.2	3	4	-0.9	-11	-1
O=C(Nc1ccccc1)N(C1=NCCC1)c1ccccc1	10	3	94	-5	0.0	-1	0	-0.4	12	-5
COc1cccc(NC(=O)C(=O)c2cn(CC(=O)N3CCCC3)c3ccccc23)c1	2	-3	96	8	-0.3	0	-1	-1.6	-2	0
O=C1CC(c2cccnc2)c2cc3c(cc2N1)OCCO3 (configuration not stated)	-7	-3	98	-5	0.0	0	11	0.0	10	5
CC(C)C(NC(=O)C1CCCCC1)C(=O)Nc1ccc2c(c1)OCCO2 (configuration not stated)	-6	-4	102	1	-0.1	-6	5	-1.3	0	-7
COc1ccc(CN2CC[C@H]3C=CC[C@@H](C(=O)Nc4ccc(Cl)c(C(F)(F)F)c4)[C@H]3C2=O)cc1OC	0	2	97	-4	0.4	1	9	2.0	-2	-1
C=CCn1c(COc2ccccc2)nnc1SCC(=O)Nc1ccc(S(N)(=O)=O)cc1	5	-1	98	-12	0.2	1	6	-1.0	0	8
CC(=O)c1cccc(NC(=S)NCc2ccccc2)c1	-7	-5	97	-3	-0.1	0	7	-1.2	-6	-2
Cc1ccc2c(c1)c1nnc(SCC(=O)N3CCCc4ccccc43)nc1n2CC(=O)O	-2	2	100	-8	0.0	3	12	-0.2	6	0
Cc1cc(C)n2c(SCC(=O)NCc3ccc4c(c3)OCO4)nnc2n1	0	2	92	6	-0.1	0	1	-0.6	-1	-4

A draw from above in order of molecular weight, lowest first.
SMILES	Vif imaging	TLR9-MyD88 block	ABCB6 inh 2	NOD2-RIPK2 inh	aDG glyco act	Glyco luc inh	MC4R antag cAMP	MC4R barr agon	Exocytosis inh	ABHD5 PLIN5 PPI
CCCn1c(=O)c(Br)cn(-c2ccccc2C)c1=O	0	0	98	-11	0.0	2	10	-0.6	0	10
COc1ccc(OC)c(CNC(=O)CCc2nc(-c3cccs3)no2)c1	nt	8	99	-8	0.2	0	-1	-0.9	1	-3
Cc1noc(C)c1S(=O)(=O)N(C)C[C@H]1OCc2cn(nn2)CCCC(=O)N([C@@H](C)CO)C[C@@H]1C	4	-6	100	-8	-0.3	1	1	-0.9	-3	0

The listing continues:
SMILES	Vif imaging	TLR9-MyD88 block	ABCB6 inh 2	NOD2-RIPK2 inh	aDG glyco act	Glyco luc inh	MC4R antag cAMP	MC4R barr agon	Exocytosis inh	ABHD5 PLIN5 PPI
COc1ccc(OCCNC(=S)Nc2cccc3ccccc23)cc1	-4	-3	95	-4	0.2	-1	11	0.1	-1	5
CCc1ccccc1NC(=S)NNC(=O)c1ccccc1Cl	9	-4	98	-1	0.6	1	1	-2.2	0	0
O=C(NS(=O)(=O)Nc1ccc(Cl)cc1)c1c[nH]c2ccccc12	15	-8	97	1	-0.2	4	14	-1.6	3	10
CCOC(=O)C1CN(S(=O)(=O)c2ccc(C)cc2)c2cc(S(=O)(=O)CC)ccc2O1 (configuration not stated)	2	-5	97	0	-0.3	0	5	0.5	1	-7
CCOC(=O)CN1C(=O)CN(c2ccc(C)c(C)c2)C1=O	0	6	98	1	0.3	1	4	-1.9	2	-2
COc1cccc(-c2nc(CS(=O)(=O)CC(=O)NC3CCCC3)c(C)o2)c1	5	5	106	1	-0.1	1	8	-2.3	-2	-1
CC(=O)c1ccc2c(c1)N(Cc1ccc3ccccc3c1)C(=O)C(C)S2 (configuration not stated)	-9	nt	97	3	0.1	-5	-5	-1.1	-14	-4
CC(C)(C)OC(=O)N1CCN(c2ccc([N+](=O)[O-])cc2)CC1	7	7	103	-11	0.1	2	14	0.5	-1	-4
O=C(C1=C[C@@H](c2coc3ccccc3c2=O)C[C@@H](OCc2ccc(CO)cc2)O1)N1CCN(Cc2ccc3c(c2)OCO3)CC1	-10	-9	91	1	-0.3	-3	8	-0.5	6	1
COCCN(C(=O)CCCc1nc2ccccc2s1)c1c(N)n(CC(C)C)c(=O)[nH]c1=O	11	-1	100	-5	-0.1	2	6	-1.6	-4	-8
CC(C)NS(=O)(=O)c1ccc(CCC(=O)Nc2ccc3c(c2)OCO3)cc1	-10	1	77	-3	0.1	1	-1	-1.1	-2	-6
O=C(c1cnn2ccccc12)N1CCc2ccccc21	1	-7	103	-5	0.1	0	5	-1.8	4	2
CCc1ccc(NC(=O)C(NS(=O)(=O)c2cccc3nsnc23)c2ccccc2)cc1 (configuration not stated)	-6	4	98	-19	-0.3	-8	5	0.3	-3	1
COc1cccc(N2CCN(C(=S)Nc3ccc(C)cc3C)CC2)c1	0	13	95	-12	0.7	1	9	1.2	-1	-1
Cc1cccc(C)c1-n1c(SCC(=O)N2CC(=O)Nc3ccccc32)nc2ccccc2c1=O	-6	5	97	8	0.3	-3	5	-1.7	-3	4
CCN(CC)S(=O)(=O)c1ccc(N2CCN(C)CC2)c(NC(=O)CN2C(=O)NC3(CCCCC3)C2=O)c1	22	0	93	-10	-0.1	5	3	1.2	4	16
COc1cc(/C=C2\SC(=O)N(CC(=O)Nc3ccccc3F)C2=O)cc(Cl)c1O	?	4	130	-4	0.7	-2	13	0.1	5	5
COc1ccc(OC)c(S(=O)(=O)N2CCNCC2)c1	-2	-9	98	0	-0.2	1	11	1.2	13	3
OCCC1CN(Cc2ccc(F)cc2)CCN1CCc1ccccc1 (configuration not stated)	-2	-12	100	-3	0.0	0	14	0.3	11	11
O=C(Cc1ccccc1)c1ccc2c(c1)OCCO2	-3	7	96	3	-0.4	-1	-3	-2.5	-4	-1
O=C(NCCc1ccccc1)c1nnc(CS(=O)(=O)c2ccccc2)o1	14	4	92	-13	-0.1	2	3	-0.9	-1	-4
Cc1nc2ncnn2c(Nc2ccc3c(c2)OCO3)c1Cc1ccccc1	12	10	97	-11	-0.2	-3	5	-0.4	4	3
CC(C)(C)NC(=O)CSC(=Nc1ccccc1F)NC#N	10	-6	103	0	-0.1	2	16	-3.0	-1	-4
CC(C)CC1(C)NC(=O)N(CC(=O)Nc2ccc3c(c2)OCCO3)C1=O (configuration not stated)	?	-1	101	-10	0.0	1	10	0.5	-2	12
CCOc1ccccc1N(CC(=O)NC(C)(C)C)C(=O)Cn1nnc(-c2ccc(C)o2)n1	-2	2	92	-1	-0.1	-1	22	1.1	2	1
Cc1ccc(NC(=O)CCn2nnc3ccccc32)c(C)c1	13	10	95	-7	0.2	-1	3	-3.6	-1	-4
CCc1c(C)nc(SCC(N)=O)c(C#N)c1C	-8	1	103	-1	-0.3	-1	-6	-1.6	-2	-1
CC(C)NS(=O)(=O)c1ccc(NC(=O)Cc2cccs2)cc1	0	1	93	-10	0.1	0	2	0.0	1	-10
CC1CN(Cc2ccccc2)c2ccccc2NC1=S (configuration not stated)	-4	4	102	5	-0.2	-1	-2	-1.4	1	2
Cc1ccc(NS(=O)(=O)c2ccc3c(c2)n(C)c(=O)n3C)cc1C	8	-7	94	8	0.3	8	7	-0.6	2	-4
COc1ccc(-c2cc(-c3cccs3)nc(OC)c2C#N)cc1OC	1	3	95	0	0.1	19	4	4.9	-4	-4
COc1ccccc1C(C(C(=O)c1ccccc1)N1CCOCC1)N1CCOCC1 (configuration not stated)	9	-11	98	-17	-0.2	-1	3	-0.8	-8	10
CC1(C)Cc2nc3sc4c(SCC(=O)O)ncnc4c3cc2CO1	-1	5	101	-4	0.0	-4	9	-0.9	1	-7
COC(=O)CN1C(=O)C(C)(C)Oc2ccc(C(=O)NC3CCCC3)cc21	10	-6	103	-9	0.1	0	0	-1.5	-2	0

This is a subset, so the mix of outcomes need not match the whole.
